Screens from PubChem.
Pol eta inh – inhibitors of human DNA polymerase eta; Q9Y253; recombinant Pol eta, fluorescent DNA replication assay; Potency, µM (top dose mostly 114 µM), without a hit: at the top dose activity change, negative = inhibition, actives largely listed as inhibitors; 1.2% of 390,000 active; AID 588591; further: potency means the concentration at half of the fitted maximal effect; on the % scale 0 is the no-effect control and ±100 the full control effect
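Fluorescent replication assay: 50 nM final substrate added after a 15 min room-temperature compound preincubation with 10 nM enzyme. Signal taken at 0 min and again at 10 min.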
APE1 inh – inhibitors of human APE1 endonuclease | P27695 | recombinant APE1, TAMRA/BHQ-2 abasic DNA cleavage fluorescence | Potency, µM (top dose mostly 65.8 µM), without a hit: at the top dose activity change, negative = inhibition, hits mostly inhibitors | 0.35% of 350,000 active | AID 2517;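 further: potency means the concentration at half of the fitted maximal effect; plate controls were vehicle for no effect and reference inhibitor for full effect; nearly all actives have a fitted effect of over 55% in size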
Target sequence (P27695 whole entry, looked up): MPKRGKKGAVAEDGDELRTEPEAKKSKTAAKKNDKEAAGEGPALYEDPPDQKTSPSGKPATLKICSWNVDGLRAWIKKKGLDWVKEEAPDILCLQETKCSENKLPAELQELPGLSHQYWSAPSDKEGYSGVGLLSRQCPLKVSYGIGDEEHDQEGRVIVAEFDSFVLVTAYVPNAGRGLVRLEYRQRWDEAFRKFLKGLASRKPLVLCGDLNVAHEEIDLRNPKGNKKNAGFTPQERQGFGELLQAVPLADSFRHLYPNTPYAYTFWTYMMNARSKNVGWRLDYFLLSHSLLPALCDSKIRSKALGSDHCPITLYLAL
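APE1 at 0.75 nM preincubated 15 min at room temperature with compound. Reaction then started with 50 nM double-stranded THF-abasic substrate labelled with TAMRA/BHQ-2, and 525/598 nm fluorescence read kinetically. Activity taken as third-minus-first read difference, normalized to DMSO and NSC13755 controls.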
POLB inh – inhibitors of human DNA polymerase beta. P06746. Potency, µM (doses to about 114 µM), without a hit: at the highest dose activity change, negative = inhibition, hits mostly inhibitors. Pol beta primer extension/strand displacement, fluorescence kinetic. 1.3% of 340,000 active; further: potency means the concentration at half of the fitted maximal effect; on the % scale 0 is the no-effect control and ±100 the full control effect
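Values derive from four-parameter Hill fits of normalized kinetic data: reads at 0 and 10 min following addition of 50 nM substrate to 10 nM Pol beta preincubated 15 min with compound.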
Anesthetic bind – candidate novel general anesthetic via apoferritin binding. P02791. apoferritin/1-aminoanthracene competitive binding, fluorescence. Potency, µM (highest dose often 77.5 µM), for the others: top-dose activity change, negative = displacement, actives largely listed as inhibitors. 0.074% of 350,000 active; further: potency means the concentration at half of the fitted maximal effect; on the % scale 0 is the no-effect control and ±100 the full control effect; nearly all actives have a fitted effect of over 20% in size
Target sequence (P02791 2-175 limits assumed): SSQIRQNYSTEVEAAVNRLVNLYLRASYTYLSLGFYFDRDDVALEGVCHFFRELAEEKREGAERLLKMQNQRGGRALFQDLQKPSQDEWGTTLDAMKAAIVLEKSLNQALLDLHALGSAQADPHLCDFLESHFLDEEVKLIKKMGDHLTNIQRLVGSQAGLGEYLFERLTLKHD
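Probe: 1-aminoanthracene (50% saturated, PBS). Protein: horse-spleen apoferritin, 10 uM. Incubation: 10 min, room temperature. Detection: 380 nm excitation, 535 nm emission. Analysis: normalized response, four-parameter Hill.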
ERG Ets-DNA blk – ERG Ets/DNA interaction inhibition; fluorescence polarization, His-ERG Ets domain / labelled DNA; Potency, µM (highest dose often 76.9 µM), for inactives: top-dose FP activity, negative = inhibition, hits mostly inhibitors; P11308; 0.028% of 370,000 active; active means well fitted inhibition curve with a large enough effect in the polarisation, with a control signal flat; inconclusive means small, poorly fitted or top-dose-only effect, or effect the other way, or a change in a side signal; inactive means no such curve, though single readings can be large or run the other way; the % refers to the polarisation;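 further: polarization taken with two DNA probes labelled with fluorescein and Texas red; potency means the concentration at half of the fitted maximal effect; % of control where 0% means no effect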
Target sequence (P11308 whole entry, looked up, the tested form may be a part): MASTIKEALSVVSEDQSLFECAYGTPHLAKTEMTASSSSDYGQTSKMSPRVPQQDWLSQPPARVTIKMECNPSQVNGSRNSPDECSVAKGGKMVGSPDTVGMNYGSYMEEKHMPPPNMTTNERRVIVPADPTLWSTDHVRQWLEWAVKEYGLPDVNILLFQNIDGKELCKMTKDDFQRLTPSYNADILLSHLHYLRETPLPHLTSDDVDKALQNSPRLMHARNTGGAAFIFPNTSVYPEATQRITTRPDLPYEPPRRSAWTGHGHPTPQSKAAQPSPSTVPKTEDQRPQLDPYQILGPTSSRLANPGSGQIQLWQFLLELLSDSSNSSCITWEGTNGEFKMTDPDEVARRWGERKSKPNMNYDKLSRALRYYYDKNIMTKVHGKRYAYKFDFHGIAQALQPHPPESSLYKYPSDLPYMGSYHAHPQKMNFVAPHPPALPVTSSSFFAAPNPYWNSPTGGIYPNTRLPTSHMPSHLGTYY
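His-tagged ERG Ets domain (1 uM in the protein solution; 300mM KCl, 50mM Tris-HCl, 1mM EDTA, 1mM DTT, pH 7.5) received compound, then a probe mix of 5 nM fluorescein-DNA and 100nM Texas-615-DNA. Fluorescence polarization was read for both dyes.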
LDHA block – blocks human lactate dehydrogenase A. activity change, % (values are at about 110 or 230 µM). purified LDHA, NADH/diaphorase-resazurin fluorescence; active compounds read low. 0.15% of 480,000 active. AID 1347041. P00338; in the data active means activity change below about -30%; inconclusive means mostly about -25% to -30%;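 further: plate controls were DMSO wells for no effect and wells without enzyme for full effect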
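Human LDH5 (2 nM) was incubated with 0.06 mM NADH and 0.2 mM pyruvate for 5 min at room temperature in Tris pH 7.4. Remaining NADH was coupled through diaphorase/resazurin, and resorufin fluorescence was read at 0 and 20 min.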
ALOX12 inh – inhibitors of human 12S-lipoxygenase ALOX12. P18054. 1.1% of 580,000 active. purified 12hLO, xylenol orange hydroperoxide absorbance. Potency, µM (doses to about 108 µM), without a hit: top-dose activity change, negative = inhibition, most hits filed as inhibitors; further: potency means the concentration at half of the fitted maximal effect; on the % scale 0 is the no-effect control and ±100 the full control effect
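Purified human 12hLO (150 nM final) in 25 mM Hepes, 0.01% Triton X-100, pH 7.0 was preincubated 15 min at room temperature with compound. Then 40 uM arachidonic acid was added, 30 min. Hydroperoxide was read by Fe-XO absorbance ratio 573/405 nm.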
RGS4 inh – blocks human RGS4-accelerated GTP hydrolysis. Transcreener GDP fluorescence polarization, RGS4-accelerated GTP hydrolysis. Potency, µM (series often up to 114 µM), without a hit: top-dose activity change, negative = inhibition, usual class: inhibitors. 0.039% of 390,000 active; further: potency means the concentration at half of the fitted maximal effect; on the % scale 0 is the no-effect control and ±100 the full control effect; nearly all actives have a fitted effect of over 75% in size; some results filed as inactive show a strong effect at the top dose
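MLSMR compounds (23 nl, pin-transferred) preincubated 10 min at room temperature with a 500nM (2x) first reagent, then RGS4 at 900nM (2x) plus Transcreener GDP mix added; fluorescence polarization (620/688 nm) read before and after 90 min at 30 °C.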
Pol kappa inh – blocks human DNA polymerase kappa activity; AID 588579; purified Pol kappa, fluorescent DNA synthesis assay, 10 min; Potency, µM (doses to about 107 µM), for the others: at the highest dose activity, negative = inhibition, most hits filed as inhibitors; 0.53% of 400,000 active; Q9UBT6; further: potency means the concentration at half of the fitted maximal effect; on the % scale 0 is the no-effect control and ±100 the full control effect
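50 nM final substrate added after 15 min RT preincubation of 10 nM Pol kappa with compound; fluorescence read at 0 and 10 min.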
The depositor's hits bear a star; u = inconclusive; x = not tested or not shown; & = joins results of further samples; [ ] = another dose, or the depositor's remark. Unless noted, the call rests on the fitted dose curve; in most records, active means well fitted curve in the direction sought with a large enough effect; inconclusive means small, poorly fitted or top-dose-only effect, or another doubt; inactive means no such curve, though single readings can be large; an effect the other way counts as inactive or inconclusive. These rows are one share of the data. The share of hits here may be higher or lower than overall.

SMILES	Pol eta inh	APE1 inh	POLB inh	Anesthetic bind	ERG Ets-DNA blk	LDHA block	ALOX12 inh	RGS4 inh	Pol kappa inh
O=C(NCCOc1ccccc1)c1ccc2c(c1)S(=O)(=O)c1cc(Cl)ccc1C2=O	-1%	0%	x	x	-2%	-4	0%	-1%	-11%
CCOc1ccc(-n2ccnc2SCC(=O)Nc2nnc(C)s2)cc1	-13%	-1%	37%	-9%	7%	-4	8%	-10%[11.4 µM]	-3%
O=C1N(Cc2ccccc2F)c2ccccc2C12OCCCO2	-22%	-6%	26%	-9%	-6%	-7	2%	0%	-13%
Cn1c(CC(=O)Nc2ccccc2F)nnc1SCC(=O)Nc1nncs1	-11%	6%	-11%	0%	-7%	-9	-21%	-5%	-10%
O=C(COC(=O)COc1ccc(Cl)cc1)Nc1ccc(F)c([N+](=O)[O-])c1	-27%	22%	10%	u	4%	-2	-25%	-13%	-8%
CCOC(=O)C1=C(COC(=O)COc2ccc(C(=O)CC)cc2)NC(=O)NC1C (centres undefined)	-12%	3%	x	x	6%	-14	5%	-17%	-4%
O=C(CN(c1ccc(Cl)cc1)S(=O)(=O)c1ccccc1)N/N=C/c1ccco1	-17%	-12%	-15%	-17%	0%	-3	-38%	-33%	-11%
CC(CCc1ccc(O)cc1)NCc1ccc(Cl)cc1Cl (centres undefined)	-2%	-14%	u	-22%	6%	0	16%	-9%	-18%
C1=C(c2ccco2)N2CCN=C2S1	-6%	-1%	20%	-1%	1%	-4	-51%	0%	-8%
CCN(CC)S(=O)(=O)c1ccc(NC2c3ccccc3C(=O)N2CCN2CCOCC2)cc1 (centres undefined)	1%	-1%	-21%	3%	8%	0	6%	-25%	6%
COc1cc(OC)cc(-c2nnc(SCC(=O)c3ccc([N+](=O)[O-])cc3)o2)c1	-14%	x	14%	4%	-3%	-4	-4%	4%	8%
CCc1ccc(CN2CCSCC2)cc1	-5%	-1%	u	u	-4%	-10	u	-14%	7%
COC(=O)C1=C(O)CSC1=Nc1ccc(C)cc1	-14%	3%	3%	-9%	-3%	-4	-3%	-15%	-21%
CCOc1cccc(C(=O)Nc2ccc3c(c2)OCCO3)c1	-4%	5%	14%	6%	3%	-2	133%[activator]	10%	3%
CC(NC(=O)COC(=O)Cc1ccc(-c2ccccc2)cc1)c1ccccc1 (centres undefined)	-18%	-5%	28%	-12%	-5%	2	-13%	-2%	-4%
CC(Sc1nc2cc([N+](=O)[O-])ccc2n1-c1cccc(C(F)(F)F)c1)C(=O)NC(N)=O (centres undefined)	-22%	-3%	3%	0%	13%	-3	-20%	-12%	-8%
Cc1cc(C(=O)OCC(=O)NCCc2ccc(S(N)(=O)=O)cc2)c2ccccc2n1	-15%	26%	x	x	13%	-1	-4%	-9%	2%
Cc1cccc(-c2noc(CCCOc3ccc(Cl)cc3Cl)n2)c1	-16%	-1%	4%	-6%	-3%	1	12%	-32%	-4%
Cn1c(=O)n(CCCO)c(=O)c2c1nc1n2CCCN1Cc1ccccc1	2%	-4%	2%	5%	-6%	-7	4%	-4%	-17%
COc1cccc(C(=O)c2cn(CC(=O)NCc3ccccc3)c3nc(C)ccc3c2=O)c1	-25%	x	5%	-8%	1%	-4	-15%	2%	-8%
Cc1ccc(C)c(Cn2c3ccccc3c3cnn(CC(=O)NCCCc4ccccc4)c(=O)c32)c1	-15%	x	1%	-14%	3%	0	-28%	27%	-9%
COc1ccc(CCN(C)C(=O)c2cnc(C)cn2)cc1OC	-17%	3%	-8%	5%	-12%	-4	-3%	0%	6%
Cc1cc(S(=O)(=O)N2CCCC2)ccc1OCC(=O)N1CCC(C(N)=O)CC1	5%	-9%	14%	-5%	-1%	-6	-9%	-1%	-14%
Cc1ccc(N2C(=O)CSC2c2ccccn2)cc1Cl (centres undefined)	6%	-6%	5%	-20%	-2%	-5	0%	-2%	-7%
C#CCNC(=O)C1CCN(c2ccc(S(=O)(=O)N3CCOCC3)cc2Cl)CC1	-12%	24%	36%	-16%	-1%	-8	1%	6%	u

Single records, from the list above:
Record of COc1cc(OC)cc(-c2nnc(SCC(=O)c3ccc([N+](=O)[O-])cc3)o2)c1 → Pol eta inh: -14%; APE1 inh: x; POLB inh: 14%; Anesthetic bind: 4%; ERG Ets-DNA blk: -3%; LDHA block: -4; ALOX12 inh: -4%; RGS4 inh: 4%; Pol kappa inh: 8%
Record of CCN(CC)S(=O)(=O)c1ccc(NC2c3ccccc3C(=O)N2CCN2CCOCC2)cc1 (centres undefined) → Pol eta inh: 1%; APE1 inh: -1%; POLB inh: -21%; Anesthetic bind: 3%; ERG Ets-DNA blk: 8%; LDHA block: 0; ALOX12 inh: 6%; RGS4 inh: -25%; Pol kappa inh: 6%

The listing continues:
SMILES	Pol eta inh	APE1 inh	POLB inh	Anesthetic bind	ERG Ets-DNA blk	LDHA block	ALOX12 inh	RGS4 inh	Pol kappa inh
Cc1cccc(CNc2ccnc(-c3cccnc3)n2)c1	x	2%	x	-14%	x	x	u	x	-10%[60.1 µM]
C/C(=C\c1cc2ccccc2o1)C1Nc2cccc3cccc(c23)N1	3%	35%	x	x	x	2&2	u	8%	8%
COCCN(C(=O)CNC(=O)c1ccco1)C(C(=O)NC1CCCC1)c1ccccc1 (centres undefined)	-26%	2%[12.4 µM]	13%	1%	10%	-1	1%	-16%	-3%
C=C1c2cc(C)c(C)cc2NC(=O)N1c1ccccc1	-16%	1%	8%	-6%	2%	2	22%	-9%	-4%
COC(=O)C1C2C=CC(C3CC23)C1C(=O)OCC(=O)c1ccccc1 (centres undefined)	-6%	1%	0%	u	-2%	-13	-23%	31%	-7%
CC(=O)Oc1ccc(Cl)cc1/C=C/c1cc(OC(C)=O)c2ccccc2n1	x	2%	u	-5%	x	x	u	x	x
CC(C)(C)C(=O)N1CCN(C(c2ccccc2)c2ccccc2)CC1	-7%	27%	23%	1%	4%	-4	x	9%	-1%
Cc1nc(CCNC(=O)CC2C(=O)NCCN2CC(C)(C)C)nc2c1CCC2 (centres undefined)	1%	x	x	x	-1%	5	10%	-4%	-3%
CCCOc1ccc(N2C(=O)CC(NCc3ccc(S(N)(=O)=O)cc3)C2=O)cc1 (centres undefined)	u	3%	0%	-8%	14%[15.4 µM]	1	u	-14%	-7%
Cn1c(-c2cc3ccc(OC(=O)C(C)(C)C)cc3oc2=O)nc2ccccc21	-13%	-5%	3%	266%[activator]	4%	-6	-18%	u	-7%
COc1ccc(CSCC(=O)Nc2ccccc2)cc1[N+](=O)[O-]	-14%	-7%	24%	-3%	-3%	-6	-2%	-16%	-2%
CCOc1ccccc1C(=O)N(Cc1ccc(N(C)C)cc1)Cc1ccco1	x	x	19%	-17%	0%	-2	-28%	-7%	-1%
Cc1ccc(S(=O)(=O)N(C)C)cc1NC(=O)COC(=O)c1ccc2ccccc2n1	-10%	-2%	x	x	-9%	-2	-12%	1%	-10%
Cc1ccc(CNc2ccc(N3CCOCC3)cc2)s1	5%	0%	15%	u	-10%	-1	u	-32%	-1%
CCCNC(C)C(=O)Nc1ccccc1C (centres undefined)	-3%[57.1 µM]	u	5%[57.1 µM]	-2%&4%	4%	-8	9%	-3%[56.9 µM]	0%[60.1 µM]
CCOc1ccc(/C=C/C2=Cc3c(sc(NC(=O)CSc4n[nH]c(N)n4)c3C#N)C(C)(C)C2)cc1	-7%	3%	-1%	u	4%	4	u	u	-23%
CC(C)C(NC=C1C(=O)OC(C)(C)OC1=O)C(=O)O (centres undefined)	-5%	-12%	35%	-13%	1%	-4	10%	7%	-10%
O=C(N/N=C/c1ccccn1)c1ccc(Br)cc1	0%	-2%	19%	-2%	18%	-6	0%	19%	3%
CSc1nccc(Oc2ccccc2Cl)n1	-2%	x	x	x	-1%	-4	71%[activator]	0%	-2%
Cc1cc(C(=O)N2CCN(c3ccccc3)CC2)c(C)o1	-4%	-2%	14%	-9%	7%	2	-12%	12%	-12%

3 entries from above, reformatted:
COC(=O)C1C2C=CC(C3CC23)C1C(=O)OCC(=O)c1ccccc1 (centres undefined)
  Pol eta inh = -6%
  APE1 inh = 1%
  POLB inh = 0%
  Anesthetic bind = u
  ERG Ets-DNA blk = -2%
  LDHA block = -13
  ALOX12 inh = -23%
  RGS4 inh = 31%
  Pol kappa inh = -7%
CC(=O)Oc1ccc(Cl)cc1/C=C/c1cc(OC(C)=O)c2ccccc2n1
  Pol eta inh = x
  APE1 inh = 2%
  POLB inh = u
  Anesthetic bind = -5%
  ERG Ets-DNA blk = x
  LDHA block = x
  ALOX12 inh = u
  RGS4 inh = x
  Pol kappa inh = x
CC(C)(C)C(=O)N1CCN(C(c2ccccc2)c2ccccc2)CC1
  Pol eta inh = -7%
  APE1 inh = 27%
  POLB inh = 23%
  Anesthetic bind = 1%
  ERG Ets-DNA blk = 4%
  LDHA block = -4
  ALOX12 inh = x
  RGS4 inh = 9%
  Pol kappa inh = -1%
